# Cav3 T inh = inhibitors of human Cav3.2 T-type calcium channel; B-score at 10 µM; 4% of 100,000 active; Cav3.2-expressing cells, Fluo-4 calcium fluorescence FDSS; active compounds read low; AID 449739;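 active = single-dose well whose peak fluorescence ratio is a statistical outlier from its plate by either plate-standardised score or position-corrected B-score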
# Target sequence (O95180 whole entry, looked up): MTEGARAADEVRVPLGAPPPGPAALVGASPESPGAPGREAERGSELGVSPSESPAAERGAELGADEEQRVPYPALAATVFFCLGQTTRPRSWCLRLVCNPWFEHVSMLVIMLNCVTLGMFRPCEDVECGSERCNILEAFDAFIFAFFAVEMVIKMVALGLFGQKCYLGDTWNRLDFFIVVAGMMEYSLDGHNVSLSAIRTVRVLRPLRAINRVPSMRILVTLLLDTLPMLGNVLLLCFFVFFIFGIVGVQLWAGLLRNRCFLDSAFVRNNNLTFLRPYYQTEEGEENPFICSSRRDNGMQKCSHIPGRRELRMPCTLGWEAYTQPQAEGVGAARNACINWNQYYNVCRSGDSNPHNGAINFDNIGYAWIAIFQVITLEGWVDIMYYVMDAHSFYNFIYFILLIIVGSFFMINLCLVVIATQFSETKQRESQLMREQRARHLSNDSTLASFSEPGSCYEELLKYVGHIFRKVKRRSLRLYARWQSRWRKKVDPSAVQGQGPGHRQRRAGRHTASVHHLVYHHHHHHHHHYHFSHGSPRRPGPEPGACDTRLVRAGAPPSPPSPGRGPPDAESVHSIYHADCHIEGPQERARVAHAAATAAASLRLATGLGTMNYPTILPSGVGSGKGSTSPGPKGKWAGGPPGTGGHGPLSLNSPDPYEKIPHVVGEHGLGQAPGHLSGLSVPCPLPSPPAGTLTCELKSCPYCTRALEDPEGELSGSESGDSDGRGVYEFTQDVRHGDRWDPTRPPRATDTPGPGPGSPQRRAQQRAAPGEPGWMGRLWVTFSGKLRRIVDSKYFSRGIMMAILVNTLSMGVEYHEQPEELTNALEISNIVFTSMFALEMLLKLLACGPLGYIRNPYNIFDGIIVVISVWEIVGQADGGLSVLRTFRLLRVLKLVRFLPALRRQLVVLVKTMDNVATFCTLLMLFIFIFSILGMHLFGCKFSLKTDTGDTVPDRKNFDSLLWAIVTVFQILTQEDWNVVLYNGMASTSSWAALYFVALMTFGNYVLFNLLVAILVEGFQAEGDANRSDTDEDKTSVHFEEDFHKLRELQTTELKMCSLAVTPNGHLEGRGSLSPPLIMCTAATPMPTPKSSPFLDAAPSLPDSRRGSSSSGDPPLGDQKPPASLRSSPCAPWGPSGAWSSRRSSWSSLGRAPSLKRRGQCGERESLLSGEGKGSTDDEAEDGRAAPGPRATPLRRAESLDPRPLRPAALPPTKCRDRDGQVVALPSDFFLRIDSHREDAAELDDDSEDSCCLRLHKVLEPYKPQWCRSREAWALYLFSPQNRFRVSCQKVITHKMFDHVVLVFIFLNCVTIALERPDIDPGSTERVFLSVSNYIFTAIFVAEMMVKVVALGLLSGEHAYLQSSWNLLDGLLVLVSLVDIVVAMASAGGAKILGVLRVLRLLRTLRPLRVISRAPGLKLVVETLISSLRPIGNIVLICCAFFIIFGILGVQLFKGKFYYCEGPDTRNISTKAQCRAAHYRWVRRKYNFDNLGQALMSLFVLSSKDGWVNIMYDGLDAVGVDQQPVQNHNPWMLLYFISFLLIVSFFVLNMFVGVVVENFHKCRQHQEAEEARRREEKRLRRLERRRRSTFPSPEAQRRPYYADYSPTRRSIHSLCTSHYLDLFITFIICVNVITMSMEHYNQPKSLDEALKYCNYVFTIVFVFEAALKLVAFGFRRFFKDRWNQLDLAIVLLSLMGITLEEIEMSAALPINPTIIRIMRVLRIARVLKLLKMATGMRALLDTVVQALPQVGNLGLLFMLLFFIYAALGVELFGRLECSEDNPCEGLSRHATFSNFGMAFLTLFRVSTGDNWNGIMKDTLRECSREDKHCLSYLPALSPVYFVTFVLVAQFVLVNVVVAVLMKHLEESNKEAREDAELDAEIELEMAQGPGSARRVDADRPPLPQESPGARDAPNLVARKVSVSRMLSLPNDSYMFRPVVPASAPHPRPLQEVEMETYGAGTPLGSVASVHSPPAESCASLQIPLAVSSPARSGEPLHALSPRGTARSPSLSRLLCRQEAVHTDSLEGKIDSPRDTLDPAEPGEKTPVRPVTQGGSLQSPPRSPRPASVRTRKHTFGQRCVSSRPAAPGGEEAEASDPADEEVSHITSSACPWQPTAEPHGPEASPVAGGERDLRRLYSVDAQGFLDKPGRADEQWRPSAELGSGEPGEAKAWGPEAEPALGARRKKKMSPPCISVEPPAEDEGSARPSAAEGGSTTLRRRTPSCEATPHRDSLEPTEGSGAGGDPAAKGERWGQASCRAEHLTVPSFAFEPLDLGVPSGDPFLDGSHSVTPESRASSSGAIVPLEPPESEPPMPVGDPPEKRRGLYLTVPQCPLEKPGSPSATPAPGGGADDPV
# * hit, by the source's call. Not all compounds are listed, so the mix of outcomes need not match the whole.
# The first seven compounds, to show the layout:
Cav3 T inh,compound
-7.14*,CC1=C(OC(=O)c2ccccc2)C(C)(C)C(c2ccc(Br)cc2)OC1=O (stereo not given)
-0.536,CCOC(=O)CN1C(=O)C(C)(C)Oc2ccc(C(=O)NC(C)(C)CC)cc21
-0.205,CC(C)OC(=O)CSc1nnc(-c2cnccn2)n1-c1ccc(Cl)cc1
0.949,Cc1ccnc(N2CCC(C(=O)Nc3nnc(C)s3)CC2)n1
-3.28,O=C(c1c[nH]c(C(=O)C(Cl)(Cl)Cl)c1)c1ccccc1Cl
0.0897,O=C(Cn1nc(Cc2cccnc2)c2ccccc2c1=O)NCc1ccc(F)cc1
-0.92,COc1ccc(OCc2ccc(-c3nc4ccccc4c(=O)n3N)o2)cc1

# This part in full, from the start:
Cav3 T inh,compound
-7.14*,CC1=C(OC(=O)c2ccccc2)C(C)(C)C(c2ccc(Br)cc2)OC1=O (stereo not given)
-0.536,CCOC(=O)CN1C(=O)C(C)(C)Oc2ccc(C(=O)NC(C)(C)CC)cc21
-0.205,CC(C)OC(=O)CSc1nnc(-c2cnccn2)n1-c1ccc(Cl)cc1
0.949,Cc1ccnc(N2CCC(C(=O)Nc3nnc(C)s3)CC2)n1
-3.28,O=C(c1c[nH]c(C(=O)C(Cl)(Cl)Cl)c1)c1ccccc1Cl
0.0897,O=C(Cn1nc(Cc2cccnc2)c2ccccc2c1=O)NCc1ccc(F)cc1
-0.92,COc1ccc(OCc2ccc(-c3nc4ccccc4c(=O)n3N)o2)cc1
-0.227,COc1ccc(-c2cc(C(F)(F)F)nc(SCCC(=O)N3CCOCC3)n2)cc1
0.355,CC(C)NC(=O)CSCc1c(Cl)cccc1Cl
0.873,CC/C=C/C(=O)N1CC2(CC(c3cccc(NC(=O)c4ccccc4)c3)=NO2)C[C@@H]1C(N)=O (stereo not given in full)
0.408,O=C(O)C1=C[C@H](c2cccs2)C[C@H](OCCCCO)O1
-2.59,Cc1cccc2cc(CN(CCCO)C(=O)Nc3cccc(Cl)c3)c(=O)[nH]c12
-0.0363,O=C(CN1C(=O)c2ccccc2S1(=O)=O)N1CCc2ccccc21
1.02,Cc1cc(Cl)c(S(=O)(=O)NCc2ccccc2)cc1OCC(N)=O
0.694,CS(=O)(=O)N(Cc1ccccc1)c1ccccn1
-0.0133,CC(=O)Nc1ccc(S(=O)(=O)N2CCN(CC(O)COc3ccc4ccccc4c3)CC2)cc1 (stereo not given)
-1.79,O=C(N/N=C/c1ccc(Br)s1)c1ccccc1[N+](=O)[O-]
-0.64,COc1ccc(CC(=O)Nc2nc3n(n2)C(c2ccccc2)CC(=O)N3)cc1OC (stereo not given)
0.441,O=C1COc2ccc3ccccc3c2CN1
-0.113,C=CCc1cccc(CNc2nc3ccccc3n2CCC)c1O
0.0538,CCOC(=O)C1=C(C)NC2=C(C(=O)C(C(=O)OC)C(C)C2)C1c1ccc(OC)c(O)c1 (stereo not given)
1.05,CC(=O)Nc1ccc(S(=O)(=O)NC2(C(F)(F)F)C(=O)Nc3c2c(=O)[nH]c(=O)n3C)cc1 (stereo not given)
0.0373,O=C(C1CC(=O)N(C2CCCC2)C1)N1CCN(c2ccccc2F)CC1 (stereo not given)
0.398,CCOC(=O)c1sc2nc(CSCC(=O)OCc3ccc(C(=O)OC)o3)[nH]c(=O)c2c1C
-1.06,O=C(/C=C\Nc1cccc(F)c1)c1cccs1
0.926,Cc1cc(NC(=O)Cn2nc(C(F)(F)F)c3c2CCC3)no1
0.356,COc1ccccc1NC(=O)c1sc(NC(=O)c2ccco2)c(C#N)c1C
-0.77,O=C(N/N=C/c1ccc(O)cc1)c1csc2ccccc12
-2.98,CCOC(=O)c1cnc(-n2nc(C)cc2C)nc1NC1CCCCC1
0.502,CN1C(C(=O)NCC2CC2)CC2Cn3c(nc4cc5ccccc5cc43)C21 (stereo not given)
0.492,CCC(OC(=O)c1cccs1)C(=O)NC1CCCCC1 (stereo not given)
-0.953,CN1C(=O)CC(N2CCN(c3ncccn3)CC2)C1=O (stereo not given)
-0.679,COc1cc(OC)cc(-c2nc(N)n[nH]2)c1
-4.67,Cc1onc(-c2ccccc2Cl)c1C(=O)Nc1ccc(-n2nncc2-c2ccco2)cc1
0.405,COc1ccccc1-c1ccc(Nc2cccc(C(C)=O)c2)nn1
0.157,Cc1cccc(-c2cc3nc(C)cc(NCCCN(C)C)n3n2)c1
-0.0877,Clc1cc(Cl)c2nc(N3CCOCC3)sc2c1
1,COc1ccc(-c2ccc(SCC(=O)N3CCOCC3)nn2)cc1OC
0.0495,CCCOCC(O)COc1ccccc1C(=O)N1CCOCC1 (stereo not given)
-1.09,CCOc1ccc(NC(=O)CN(C)CC(=O)Nc2cccc(Cl)c2C)cc1OCC
0.925,Cc1nc(N2CCN(S(=O)(=O)c3ccc(F)cc3)CC2)c2c(C)c(C)sc2n1
0.764,C/C=C/c1ccc(OCCCNCC(C)O)c(OC)c1 (stereo not given)
-0.351,COc1ccc(S(=O)(=O)Nc2ccc(S(=O)(=O)Nc3nc(C)cc(C)n3)cc2)cc1OC
-1.76,O=C(CSc1nc2c(c(=O)n1-c1ccc(Br)cc1)SCC2)NCc1ccco1
-0.462,COCc1cc(C)nc(SCC(=O)Nc2ccc3c(c2)OCO3)c1C#N
-1.14,CC(=O)NCC(=O)N(Cc1ccco1)C1(C(=O)NC2CCCCC2)CCCCC1
0.687,COCc1n[nH]c(=S)n1-c1cccc2ccccc12
0.207,COc1cc2c(cc1OC)-c1cc(NC3CCCC3)nc(=O)n1CC2
0.166,CCCCC(=O)Nc1nnc(C)s1
0.225,COc1ccc(CCNS(=O)(=O)c2cn(C)c(=O)n(C)c2=O)cc1OC
-2.91,Cc1ccc(C(=O)O/N=C\c2ccc(N3CCCCC3)c([N+](=O)[O-])c2)cc1
-0.0258,C/C=C(\C)C(=O)N1CC2(CC(c3cccc(NC(=O)COc4ccc(Cl)cc4)c3)=NO2)C[C@@H]1C(N)=O (stereo not given in full)
0.504,Cc1ccccc1Nc1nc(-c2sc(NC(=O)c3ccco3)nc2C)cs1
-1.5,COc1ccc(OC)c(S(=O)(=O)N2CCC(C(=O)NCCC3=CCCCC3)CC2)c1
0.0247,COc1ccc(C2CC(c3cc(OC)ccc3OC)n3nnnc3N2)cc1 (stereo not given)
-0.824,C=CCN(C(=O)CCC(=O)Nc1cc(C)on1)C(C(=O)NC1CCCC1)c1cccnc1 (stereo not given)
1.25,COc1ccc(S(=O)(=O)N(CC(=O)NCC2CCCO2)c2ccc(F)cc2)cc1OC (stereo not given)
-0.645,COc1c(Br)cc(Br)cc1/C=N/n1c(C)nnc1C
0.517,CCN1CCN(c2nc3ccccc3nc2C(C#N)C(=O)OCc2ccccc2)CC1 (stereo not given)
-0.0823,CC1CCCCN1S(=O)(=O)c1ccc(C(=O)Nc2sccc2C(N)=O)cc1 (stereo not given)

# Additional structures follow.
Cav3 T inh,compound
0.315,O=C(NC1CCSC1=O)c1ccc(Oc2cccc(C(F)(F)F)c2)nc1 (stereo not given)
-2.42,O=C(CCN1c2ccccc2Sc2ccccc21)Nc1ccccc1
1.22,C=CCSc1nnc(-c2nnc(SCC=C)n2CC)n1CC
-0.248,COC(=O)C1CCN(C(=O)c2ccc(NC(C)=O)cc2)CC1
-1.51,CCCn1c(NCc2ccc3c(c2)OCO3)nc2ccccc21
-0.0739,CC(C)n1c(SCC(=O)Nc2nc3ccccc3s2)nc2c1c(=O)n(C)c(=O)n2C
-1.39,CC(=O)c1ccc(NC(=O)CSCCO)cc1
-0.276,N#Cc1ccc(C23CC4CC(CC(C4)C2)C3)[nH]c1=O
-2.11,CC(=O)c1cccc(NC(=O)C2CCCN(S(C)(=O)=O)C2)c1 (stereo not given)
0.312,CCc1c(C)sc(NC(=O)OC)c1C(=O)N1CCOCC1
0.93,Cc1c(/C=N\NC(=O)c2csc3ccccc23)cnn1C
-5.16*,COC1=CC(=O)C(O)=C(CCCCCCC/C=C/CCCCCCCC2=C(O)C(=O)C=C(OC)C2=O)C1=O
0.832,Cc1ccc(NC(=O)NCC(c2cccnc2)N2CCOCC2)cc1 (stereo not given)
0.0244,COc1ccc(N(C(=O)Cn2nnc(-c3ccc(Cl)cc3)n2)C(C(=O)NCC2CCCO2)c2ccc(C)cc2)cc1 (stereo not given)
-10.4*,O=C(CCCc1c[nH]c2ccccc12)NCc1ccc2c(c1)OCO2
0.922,CN(c1ccc(OCC(=O)N2CCCCC2)cc1)S(=O)(=O)c1cccs1
0.265,CCOC(=O)c1ccc(N2C(=O)CC(N(C)CCc3ccc(OC)c(OC)c3)C2=O)cc1 (stereo not given)
0.549,COc1c(O)cc2c(c1O)C(=O)CC(c1ccccc1)O2 (stereo not given)
0.144,Cn1cc(SCC(=O)Nc2nc3ccccc3s2)c2ccccc21
0.0341,COC(=O)CC1=C(C(=O)OC)C(c2cccc(OCC(N)=O)c2)C(C#N)=C(N)O1 (stereo not given)
0.158,CC(C)C(NS(=O)(=O)c1cccc2nsnc12)C(=O)N1CCn2c1nc1ccccc12 (stereo not given)
-2.99,Cc1ccc(NC(=O)N2CCC(c3nc4c(nnn4Cc4cccc(Cl)c4)c(=O)[nH]3)CC2)cc1
-0.0956,O=C(CSc1nnc2ccccn12)c1ccc2c(c1)OCCO2
0.443,COC(C[C@@H]1O[C@@H]1C(=O)COCc1ccccc1)OC
-5.53*,O=C(NCc1ccco1)c1cc2sccc2n1Cc1ccc(F)cc1
-0.00672,Cc1ccc(Nc2nc3ccccc3o2)cc1F
0.0644,C=CCN1C(=O)CN=C1NCc1ccccc1
-0.864,CCCn1c(NC(=O)c2ccccc2)nc2ccccc21
-3.93*,Cc1ccc2[nH]cc(CCNC(=O)Nc3ccccc3)c2c1
0.879,CCN(c1ccc(C)c(C)c1)S(=O)(=O)c1ccc2c(c1)CCN2C(=O)CCC(=O)O
-3.04,FC(F)(F)c1cccc(-c2nnc(-c3ccccc3)c(N3CCOCC3)n2)c1
0.0614,COc1ccc(Cn2c(SCc3ccccc3C)nc3cc(OC)c(OC)cc3c2=N)cc1
-0.596,O=C(Nc1ccc(S(=O)(=O)C(F)F)cc1)c1cccc(S(=O)(=O)N2CCOCC2)c1
-0.0425,CCc1nnc(NC(=O)C2COc3ccccc3O2)s1 (stereo not given)
0.917,O=C(NC(=O)c1cccc(Cl)c1)OC[C@@H]1CCCN2CCCCC12 (stereo not given in full)
0.02,COc1ccc(CCNC(=O)c2ccncc2)cc1OC
0.617,CC(C)(C(=O)c1ccccc1)/[N+]([O-])=C/c1ccccc1F
0.863,COC(=O)c1cccc(NC(=O)c2ccc(S(=O)(=O)N3CCN(C)CC3)cc2)c1
0.666,C[C@H](NC(=O)Nc1ccc2c(c1)OCCO2)C(=O)O
-1.92,Cc1ccc2c(CC(=O)OCc3nc(N)nc(Nc4ccccc4C)n3)coc2c1
1.95,CCSc1sccc1C1C(C#N)=C(N)N(c2cccnc2)C2=C1C(=O)CCC2 (stereo not given)
0.603,COCCn1c(CCC(=O)O)nc2c1c(=O)[nH]c(=O)n2CC(C)C
-0.225,Cn1c(NN)nc2sc3c(c2c1=O)CCC3
0.834,C/C(=N\NC(=O)c1nc(C)cc(C)n1)c1ccccc1
1.02,Nn1c(SCC(=O)N2CCOCC2)nnc1-c1ccc(Cl)cc1Cl
-1.44,O=C(CSc1cn(CCNC(=O)c2cccs2)c2ccccc12)NC1CCCCC1
-0.179,COc1nc(N)nc(CC(=O)C2CC2)n1
0.591,CC(C1CC1)N(C(=O)NC1CCS(=O)(=O)C1)c1ccccc1 (stereo not given)
0.652,O=C(O)CCC(=O)Nc1ccc(Br)cn1
-4.33*,Cc1ccc(S(=O)(=O)N/N=C/c2cccn2-c2ccc(Cl)cc2)cc1
0.504,Nc1nnc(CSc2ccc(Cl)cc2)s1
-2.78,CC(C)c1ccc(CC(C)C2C3=C(CCCC3=O)OC3=C2C(=O)CCC3)cc1 (stereo not given)
-0.285,COc1cc2c(cc1NC(=O)CCCCCN1C(=O)CCC1=O)oc1ccccc12
-6.3*,O=C(NCc1ccc(F)cc1)c1cc2c(s1)CCCC2
1.1,COc1cccc(-n2c(Cc3cc(=O)[nH]c(=O)[nH]3)nnc2SC(C)C)c1
-0.0492,CC(NC(=O)C1CCC1)c1ccc(Cl)cc1 (stereo not given)
-0.635,Cc1ccc(Oc2nc3ccccc3n3c(C)nnc23)c(C)c1
0.742,O=C(CN1C(=O)CCSc2ccccc21)Nc1ccc2c(c1)OCCO2
-0.227,CCOc1ccc(N/C(SC)=C(/C#N)C(N)=O)cc1
-0.333,Cn1cccc1C(=O)NC(=O)COC(=O)CC12CC3CC(CC(Br)(C3)C1)C2

# Shown as labelled records: part of the list above.
COc1cccc(-n2c(Cc3cc(=O)[nH]c(=O)[nH]3)nnc2SC(C)C)c1
  Cav3 T inh: 1.1
Nn1c(SCC(=O)N2CCOCC2)nnc1-c1ccc(Cl)cc1Cl
  Cav3 T inh: 1.02
Cn1cccc1C(=O)NC(=O)COC(=O)CC12CC3CC(CC(Br)(C3)C1)C2
  Cav3 T inh: -0.333
CC(NC(=O)C1CCC1)c1ccc(Cl)cc1 (stereo not given)
  Cav3 T inh: -0.0492

# More records follow.
Cav3 T inh,compound
0.776,CCOC(=O)C1CCCN(C(=O)COc2ccccc2O)C1 (stereo not given)
-0.493,C[C@]1(C(=O)NCCCNc2ncc(C(F)(F)F)cc2Cl)C=C[C@@H](Cc2ccccc2)N1C(=O)c1ccccc1
0.847,CCOc1ccc(N(C(C)=O)c2nc(C)cc(C)c2C#N)cc1
-5.08*,O=S(=O)(Nc1nc2ccccc2s1)c1ccc(Cl)s1
0.379,Cc1cc(C)c(S(=O)(=O)N2C=CC(C(F)(F)F)=NCC2)c(C)c1
0.233,COC(=O)c1ccc(NC(=O)c2ccccc2NS(C)(=O)=O)cc1
0.642,O=C(CCc1ccc(S(=O)(=O)N2CCOCC2)cc1)Oc1ccccc1
-0.0585,CCOC(=O)C1CCN(c2c(NC3CCCc4ccccc43)c(=O)c2=O)CC1 (stereo not given)

# Bioassay records (PubChem BioAssay)
